Screening data: PubChem BioAssay, several laboratories
IDE inh = inhibitors of human insulin-degrading enzyme in cells. P14735. HEK cells, FAbetaB cleavage, fluorescence polarization. inhibition, % at 5.59 µM. 320,000 tested, 0.41% active;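 active means percent inhibition above the average of all tested compounds plus 3 SD, set per screening campaign, cut at about 16% in these data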;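 further: IDE supplied by intact live HEK cells; FP after avidin binding of uncleaved biotin substrate so inhibition keeps polarization high; 0% = DMSO wells and 100% = 60 µM reference IDE inhibitor Ii1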
CHRM4 agonist = agonists of human muscarinic M4 receptor (CHRM4) | P08173 | CHO-K1 hM4/Gqi5, Fluo-8 calcium fluorescence; vehicle 0%, full acetylcholine response 100% | activation, % at 3 µM | 360,000 tested, 0.14% active | AID 624127;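 active means activation above the run mean over all test wells plus 3 SD, cut at about 32% in these data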;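 further: peak over basal fluorescence ratio per well then scaled between controls; 0% = DMSO wells and 100% = acetylcholine at EC100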
Target sequence (P08173 whole entry, looked up): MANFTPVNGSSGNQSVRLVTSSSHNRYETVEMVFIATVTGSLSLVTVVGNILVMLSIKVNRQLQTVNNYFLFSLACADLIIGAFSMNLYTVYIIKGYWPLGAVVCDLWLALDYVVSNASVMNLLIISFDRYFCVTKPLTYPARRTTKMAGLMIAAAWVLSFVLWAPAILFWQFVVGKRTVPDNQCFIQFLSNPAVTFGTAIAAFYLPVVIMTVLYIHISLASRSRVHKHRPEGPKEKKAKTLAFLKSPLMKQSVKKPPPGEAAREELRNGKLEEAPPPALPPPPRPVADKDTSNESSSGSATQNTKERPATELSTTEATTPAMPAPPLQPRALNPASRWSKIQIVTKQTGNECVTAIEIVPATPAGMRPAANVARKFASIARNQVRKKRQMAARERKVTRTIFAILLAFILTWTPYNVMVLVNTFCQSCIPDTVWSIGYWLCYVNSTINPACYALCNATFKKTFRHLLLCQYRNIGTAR
CRFBP-R2 block = CRF-BP/CRF-R2 complex antagonism. HEK293 CRF-R2/CRF-BP, CRF-induced calcium fluorescence. inhibition, % at 11.8 µM. 350,000 tested, 0.59% active. AID 588475;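 active means inhibition of the ligand-induced calcium signal above about 50% at the single tested concentration, limit read from the data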
M4 PAM = positive allosteric modulators of human muscarinic M4 receptor. P08173. 360,000 tested, 0.4% active. activation, % at 3 µM. CHO-K1 hM4/Gqi5, Fluo-8 calcium fluorescence, ACh EC20; 0% = ACh EC20, 100% = maximal ACh. AID 624126;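 active means activation above its plate's cutoff, the mean activation of sample wells plus 3 SD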; further: some results filed as inactive read as strong as hits
CHRM5 agonist = CHRM5 agonism in calcium assay | CHO-K1 hM5 cells, Fluo-8 calcium fluorescence; 0% DMSO wells, 100% maximal acetylcholine response | activation, % at 3 µM | 360,000 tested, 0.19% active;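 active means activation above the run's mean over test compounds plus 3 SD, cut at about 23% in these data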;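 further: signal is peak over basal fluorescence ratio across the kinetic read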
Target sequence (P08912 whole entry, looked up): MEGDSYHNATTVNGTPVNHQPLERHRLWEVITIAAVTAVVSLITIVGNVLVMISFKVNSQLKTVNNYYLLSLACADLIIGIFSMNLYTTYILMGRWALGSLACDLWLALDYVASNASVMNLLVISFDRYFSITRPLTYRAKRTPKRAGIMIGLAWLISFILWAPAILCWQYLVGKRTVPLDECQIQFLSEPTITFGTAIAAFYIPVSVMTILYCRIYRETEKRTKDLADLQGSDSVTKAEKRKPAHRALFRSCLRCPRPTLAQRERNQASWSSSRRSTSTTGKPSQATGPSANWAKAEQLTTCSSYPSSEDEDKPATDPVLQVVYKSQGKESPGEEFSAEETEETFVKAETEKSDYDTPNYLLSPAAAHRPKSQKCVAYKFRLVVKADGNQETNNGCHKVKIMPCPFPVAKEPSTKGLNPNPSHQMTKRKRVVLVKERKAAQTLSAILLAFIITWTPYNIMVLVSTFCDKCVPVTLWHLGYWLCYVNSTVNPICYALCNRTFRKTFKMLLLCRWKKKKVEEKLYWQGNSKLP
M5 PAM = positive allosteric modulators of human muscarinic M5 receptor. AID 624038. activation, % at 3 µM. P08912. CHO-K1 hM5, Fluo-8 calcium, ACh EC20 PAM; 0% = ACh EC20, 100% = ACh EC100. 360,000 tested, 0.3% active;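 active means activation above the run cutoff, the mean activation of all test compounds plus 3 SD, cut at about 18% in these data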
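Assay system – human M5 receptor in CHO-K1 cells · Read-out – % activation, ACh-normalized · Technique – Fluo-8 calcium fluorescence · Dosing – single-point, 3 µM nominal · Incubation – Fluo-8 loading 80 min at 37 °C plus 30 min room temperature · Repeats – singlicate, one well per test compound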
CHRM4 antagonist = antagonists of human muscarinic M4 receptor (CHRM4); inhibition, % at 3 µM; P08173; AID 624125; 360,000 tested, 0.73% active; CHO-hM4 cells, ACh EC80, Fluo-8 calcium fluorescence;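 active means inhibition above its plate's cutoff, the mean inhibition of sample wells plus 3 SD, cut at about 27% in these data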;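 further: 0% = acetylcholine EC80 with DMSO and 100% = DMSO without agonist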
CRFBP-R2 agonist = agonists of human CRF-binding protein/CRF-R2 receptor complex; HEK293 CRF-R2/CRF-BP, calcium dye fluorescence (FLIPR); percent of saturating CRF peptide response; activation, % at 13.2 µM; 350,000 tested, 0.46% active;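 active means activation of at least 50%, plus an integration ratio under a set limit after plate pattern correction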;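 further: plate controls were neutral control wells without compound for no effect and CRF at EC100 for full effect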
M5 antag = blocks acetylcholine activation of human M5 receptor | P08912 | CHO-hM5 cells, Fluo-8 calcium fluorescence, ACh EC80 | inhibition, % at 3 µM | 360,000 tested, 0.59% active;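 active means inhibition above a per-plate cutoff, the mean of that plate's test compounds plus 3 SD, cut at about 27% in these data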;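 further: 0% = acetylcholine EC80 with DMSO and 100% = DMSO without agonist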
* = called active by the depositor; nt = no result given.

Keys – A = IDE inh; B = CHRM4 agonist; C = CRFBP-R2 block; D = M4 PAM; E = CHRM5 agonist; F = M5 PAM; G = CHRM4 antagonist; H = CRFBP-R2 agonist; I = M5 antag
> Cc1nc2c(Cl)cc(Cl)cc2[nH]1
  A: 5; B: 1; C: 5; D: 5; E: 2; F: 2; G: 7; H: -1.6; I: -2
> CCOC(=O)N1CCN(C(=O)COc2ccc(S(=O)(=O)NC(C)C)cc2)CC1
  A: 0; B: 1; C: -8; D: -1; E: 2; F: -4; G: -15; H: 0.8; I: -1
> CCC(C)Nc1nc(C)nc2c1oc1ccccc12 (stereo unspecified)
  A: -1; B: 11; C: -7; D: -11; E: 9; F: -11; G: -7; H: 1.9; I: 10
> CC1=C(C(=O)N(C)C)CC(CC(=O)NC2CCCC2)C(=O)N1CCCN1CCCC1=O (stereo unspecified)
  A: nt; B: 0; C: 7; D: 0; E: 1; F: -3; G: -9; H: -0.5; I: 0
> COc1ccc2[nH]c3c(c2c1)CCN1C(=O)C(CC(=O)NC(C)(C)C)C[C@H](C(=O)N2CCCCC2)[C@@]31CCc1ccccc1 (stereo partly specified)
  A: nt; B: -1; C: 18; D: 6; E: 2; F: -5; G: -18; H: -1.5; I: 8
> C=CCOC(=O)C1=C(C)N=C2SCCC(=O)N2C1c1ccc(OC(=O)c2ccco2)cc1 (stereo unspecified)
  A: 0; B: 2; C: 19; D: -8; E: 0; F: 2; G: 11; H: 2.0; I: -6
> CC1C(C(=O)Nc2ccccc2)CCCC1(C)C(=O)O (stereo unspecified)
  A: 4; B: 0; C: 3; D: 2; E: 1; F: 3; G: 0; H: 0.2; I: 1
> CCCNC(=O)c1onc(CSc2ccc(Cl)cc2)c1C(=O)NCCC(C)C
  A: 0; B: 1; C: 17; D: 11; E: 0; F: -2; G: -2; H: 4.6; I: 3
> CC(C)CCOC(=O)C[N+](C)(C)CCOC1CC2CCC1(C)C2(C)C (stereo unspecified)
  A: -7; B: 0; C: -1; D: -12; E: -15; F: -15; G: 16; H: -1.6; I: 11
> CC(C)(C)S(=O)N1Cc2cc(C(=O)NCc3ccc4c(c3)OCO4)nc(-c3cccc(-c4cc5ccccc5o4)c3)c2[C@@H]1CCO (stereo partly specified)
  A: nt; B: 3; C: nt; D: 2; E: -1; F: -2; G: 12; H: nt; I: 2

At a glance, 2 of the compounds above.
Keys – A = IDE inh; B = CHRM4 agonist; C = CRFBP-R2 block; D = M4 PAM; E = CHRM5 agonist; F = M5 PAM; G = CHRM4 antagonist; H = CRFBP-R2 agonist; I = M5 antag
> CCCNC(=O)c1onc(CSc2ccc(Cl)cc2)c1C(=O)NCCC(C)C
  A: 0; B: 1; C: 17; D: 11; E: 0; F: -2; G: -2; H: 4.6; I: 3
> CC(C)CCOC(=O)C[N+](C)(C)CCOC1CC2CCC1(C)C2(C)C (stereo unspecified)
  A: -7; B: 0; C: -1; D: -12; E: -15; F: -15; G: 16; H: -1.6; I: 11

Continued.
Keys – A = IDE inh; B = CHRM4 agonist; C = CRFBP-R2 block; D = M4 PAM; E = CHRM5 agonist; F = M5 PAM; G = CHRM4 antagonist; H = CRFBP-R2 agonist; I = M5 antag
> CCCCNC(=O)c1ccccc1NC(=O)c1ccccc1N(C)S(C)(=O)=O
  A: 0; B: 1; C: -5; D: 2; E: 0; F: 22*; G: -7; H: -1.8; I: 11
> COCC(C)NC(=S)NCCc1ccc(Cl)cc1Cl (stereo unspecified)
  A: 2; B: 1; C: 19; D: -2; E: -3; F: -4; G: -8; H: -1.3; I: 1
> C[C@H](CO)N1C[C@H](C)[C@@H](CN(C)C(=O)Nc2ccccc2)Oc2c(NC(=O)Cc3ccccc3)cccc2C1=O
  A: 1; B: 0; C: 0; D: 0; E: -2; F: -3; G: -3; H: -1.4; I: 13
> Cc1cc(NC(=O)C(C)SCC(=O)OCc2ccc([N+](=O)[O-])cc2)no1 (stereo unspecified)
  A: 1; B: 0; C: 4; D: 1; E: -3; F: 9; G: 1; H: 1.1; I: -7
> C(=N\Nc1nc(N2CCCCC2)nc(N2CCCCC2)n1)/c1c[nH]c2ccccc12
  A: -5; B: 1; C: -14; D: 18; E: -3; F: 0; G: -1; H: -1.8; I: 4
> O=C(CC1Nc2ccccc2NC1=O)NCCCN1CCCCCC1 (stereo unspecified)
  A: 15; B: 0; C: 3; D: -2; E: -6; F: 5; G: -7; H: -1.6; I: -9
> COCCNCC(=O)N1c2ccccc2Sc2ccccc21
  A: 3; B: 1; C: 1; D: -12; E: -21; F: -33; G: 31*; H: -0.4; I: 57*
> CC(=O)Nc1ccc(NC(=O)CSc2nc3ccccc3c(=O)n2CCCN2CCOCC2)cc1
  A: 2; B: 2; C: -7; D: 4; E: 1; F: -1; G: -11; H: -2.5; I: 12
> CCCCNC(=O)CS(=O)Cc1nc(-c2cccs2)oc1C (stereo unspecified)
  A: 4; B: 0; C: 15; D: 9; E: 1; F: 3; G: -21; H: -1.0; I: -6
> CCOC(=O)Cn1c(=O)c2c(nc3n2CCCN3Cc2ccccc2)n(C)c1=O
  A: 0; B: 7; C: 5; D: -3; E: -1; F: -1; G: 3; H: -0.9; I: 2
> C/C(=N/N=C(\C)c1ccccc1O)c1ccccc1O
  A: -3; B: 1; C: 0; D: 6; E: -4; F: 1; G: 0; H: 0.9; I: 0
> O=C(/C=C/c1ccc2c(c1)OCO2)N1CCN(c2n[nH]c(=O)[nH]c2=O)CC1
  A: -7; B: -1; C: 1; D: -5; E: -5; F: 3; G: 2; H: -0.6; I: 7
> CCOc1ccc(CCNC(=O)C2=C(C)C(=O)OC23CCCCC3)cc1OCC
  A: -10; B: 4; C: -2; D: -5; E: 1; F: -4; G: -5; H: -0.5; I: -5
> O=C(COc1ccccc1)NN1C(=O)CSC1=S
  A: 6; B: 1; C: 0; D: -6; E: -1; F: -2; G: 3; H: -2.2; I: -2
> Cc1ccc(C2(C)NC(=O)N(CC(=O)NNC(=O)c3ccccc3)C2=O)cc1 (stereo unspecified)
  A: -2; B: 0; C: 2; D: 15; E: 0; F: 3; G: -7; H: -1.0; I: 10
> Nc1ncnc2c(C3OC(CO)C(O)C3O)scc12 (stereo unspecified)
  A: nt; B: 1; C: 7; D: 5; E: 7; F: -1; G: 0; H: -1.0; I: -3
> O=C(c1cccs1)N(Cc1cccc(F)c1)C1CCS(=O)(=O)C1 (stereo unspecified)
  A: 7; B: 1; C: 10; D: 2; E: -2; F: -5; G: 2; H: -0.1; I: -2
> Nc1nc(SCC(=O)c2cccc([N+](=O)[O-])c2)n[nH]1
  A: -8; B: 0; C: -16; D: 0; E: -2; F: 2; G: 2; H: 0.7; I: 11
> O=C1N[C@@H](Cc2ccccc2)C(=O)N2[C@H]1C[C@]1(Br)c3ccccc3N(S(=O)(=O)c3ccccc3)[C@H]21
  A: 1; B: 2; C: 12; D: 8; E: -5; F: 3; G: -2; H: -1.8; I: 9
> O=C(NCCN1C(=O)S/C(=C\c2ccc(F)cc2)C1=O)c1cccc(S(=O)(=O)N2CCOCC2)c1
  A: 2; B: 4; C: 0; D: -1; E: 0; F: -5; G: -3; H: 2.6; I: 5
> NC(=O)Cc1nc(-c2ccc(Br)cc2)cs1
  A: 2; B: 2; C: 1; D: 2; E: 2; F: 0; G: -9; H: 2.4; I: 0
> COc1ccccc1CNCC(O)Cn1c2ccccc2c2ccccc21 (stereo unspecified)
  A: 0; B: 29; C: -35; D: -10; E: 2; F: 0; G: 19; H: 0.6; I: 1
> CC1=NNC(=O)C1CC(=O)N/N=C/C(C)=C/c1ccccc1 (stereo unspecified)
  A: -9; B: 0; C: 10; D: 1; E: 0; F: -2; G: 6; H: -0.7; I: -6
> CC1CCCCN1CCNC(=O)c1ccc2c(c1)N(Cc1cccc(Cl)c1)C(=O)c1ccccc1S2(=O)=O (stereo unspecified)
  A: nt; B: 13; C: -10; D: -8; E: -3; F: -5; G: 6; H: 0.9; I: 6
> CCOC(=O)C1=C(C)NC2=C(C(=O)c3ccccc32)C1c1cccc2ccccc12 (stereo unspecified)
  A: -4; B: 0; C: -15; D: -9; E: -1; F: -1; G: -6; H: 2.0; I: -3
> CC(OC(=O)c1ccc(C#N)cc1)C(=O)Nc1ccc(Cl)cn1 (stereo unspecified)
  A: nt; B: 0; C: 7; D: 4; E: -1; F: -3; G: -8; H: 0.4; I: 9
> CCc1ccccc1NC(=S)NCCSc1ccc(Cl)cc1
  A: 8; B: 7; C: 11; D: -12; E: 0; F: -18; G: -1; H: -0.3; I: 4
> N#Cc1cccc(NC(=O)COC(=O)CCc2nc3ccccc3c(=O)[nH]2)c1
  A: 3; B: 1; C: -3; D: 6; E: 2; F: 3; G: -6; H: 5.1; I: 0
> NC(=O)c1oc2ccccc2c1NC(=O)CN1CCCCC1
  A: 2; B: 2; C: -3; D: 0; E: 0; F: 0; G: -1; H: -3.0; I: 10
> N#CCSc1nc2[nH]ncc2c(=O)n1-c1ccccc1Br
  A: 6; B: 3; C: 10; D: 9; E: 4; F: -7; G: 1; H: -7.6; I: 4
> Cc1ccc(OCC(=O)Oc2cccc(C)c2C)cc1
  A: 4; B: 0; C: 12; D: -3; E: 0; F: -4; G: 10; H: 2.0; I: 9
> COc1ccc(Cl)cc1NC(=O)c1cccc(N2C(=O)C3CC=CCC3C2=O)c1 (stereo unspecified)
  A: 0; B: 14; C: 8; D: -8; E: 0; F: -17; G: 3; H: -1.1; I: 7
> CC(=O)Nc1ccc(C=NNc2ccc([N+](=O)[O-])cc2S(=O)(=O)Nc2ccccc2C(=O)O)cc1
  A: 1; B: 0; C: 5; D: 15; E: 3; F: 3; G: -3; H: 2.4; I: -4
> COP(=O)(c1ccc(N(C)C)cc1)C(O)c1ccccc1 (stereo unspecified)
  A: 2; B: 0; C: -1; D: 1; E: -2; F: -3; G: -10; H: -0.2; I: 0
> CC12CC(c3ccccc3O1)C(C(=O)N1CCOCC1)C(=O)N2 (stereo unspecified)
  A: 8; B: 0; C: 12; D: 19; E: 5; F: 1; G: 3; H: -0.5; I: -7
> Cc1cc(C)n(CCNC(=O)[C@H]2O[C@@H](n3ccc(=O)[nH]c3=O)[C@H](O)[C@@H]2O)n1
  A: nt; B: 1; C: nt; D: -1; E: 3; F: 0; G: -6; H: nt; I: -6
> COc1ccccc1CNC(=O)C1CCC(CNS(=O)(=O)c2cccc3cccnc23)CC1 (stereo unspecified)
  A: -1; B: 0; C: -9; D: 3; E: -2; F: 1; G: -2; H: -0.6; I: -4
> CCCCSc1nc2sc3c(c2c(=O)n1-c1ccccc1)CCN(C)C3
  A: 2; B: 1; C: 2; D: -9; E: -8; F: 9; G: -3; H: -0.7; I: -11
> COC(=O)c1ccc(/C=N\NC(=O)c2ccc(C)cc2Cl)cc1
  A: -4; B: -1; C: -1; D: 13; E: -1; F: -5; G: 0; H: 0.1; I: 1

Entries above that bear a hit mark in M5 antag:
Compound | IDE inh | CHRM4 agonist | CRFBP-R2 block | M4 PAM | CHRM5 agonist | CHRM4 antagonist | CRFBP-R2 agonist | M5 antag
COCCNCC(=O)N1c2ccccc2Sc2ccccc21 | 3 | 1 | 1 | -12 | -21 | 31* | -0.4 | 57*
